Source: PubChem BioAssay (National Center for Advancing Translational Sciences (NCATS))
Tb PFK inh: T. brucei PFK enzyme inhibition | T. brucei PFK, ADP-Glo luminescence | Potency, µM (top dose mostly 57.5 µM), without a hit: at the highest dose activity, negative = inhibition, actives largely listed as inhibitors | hit rate 0.17% among 330,000 | O15648;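 further: potency means the concentration at half of the fitted maximal effect; 0% = uninhibited 1x PFK enzyme wells and -100% = no-enzyme wells; nearly all actives have a fitted effect of over 60% in size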
Target sequence (O15648 whole entry, looked up): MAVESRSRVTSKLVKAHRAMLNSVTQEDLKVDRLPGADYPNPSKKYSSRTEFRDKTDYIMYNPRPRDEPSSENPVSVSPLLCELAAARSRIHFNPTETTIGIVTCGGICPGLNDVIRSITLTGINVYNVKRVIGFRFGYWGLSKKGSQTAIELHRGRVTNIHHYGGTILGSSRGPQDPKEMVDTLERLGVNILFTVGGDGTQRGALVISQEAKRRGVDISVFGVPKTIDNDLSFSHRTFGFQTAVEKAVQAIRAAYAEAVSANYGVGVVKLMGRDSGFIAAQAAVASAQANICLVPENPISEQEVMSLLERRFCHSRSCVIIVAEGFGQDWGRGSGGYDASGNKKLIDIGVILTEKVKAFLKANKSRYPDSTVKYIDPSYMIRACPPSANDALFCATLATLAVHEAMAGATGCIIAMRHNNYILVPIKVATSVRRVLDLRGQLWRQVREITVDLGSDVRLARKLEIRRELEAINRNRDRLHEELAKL
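PFK 1.25 nM, F6P 0.5 mM, ATP 0.1 mM, 0.1 M TEA pH 8.0, 5 mM MgCl2, 0.01% Tween20, 0.1% BSA; 45 min RT. ADP-Glo readout. qHTS titration up to 57 uM; curves fitted, compounds curve-classed.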
TSHR antag: human thyrotropin receptor antagonism. P16473. TSHR-expressing cells, TSH-stimulated cAMP HTRF, 2 h; stronger effect = lower value. activity change, negative = inhibition, % at 11.5 µM. hit rate 0.2% among 330,000;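 active means activity change below a set negative limit, meaning inhibition stronger than a set level, cut at about -70% in these data; inconclusive means activity change between two set negative limits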; further: on the % scale 0 is the no-effect control and ±100 the full control effect
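Competitive HTRF cAMP read-out (cryptate anti-cAMP antibody, cAMP-d2; 30 min, room temperature) in freshly harvested TSHR cells. Compounds added before TSH at EC80 (4nM final), followed by 2 hours' incubation at 37 deg C.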
S-ASM inh: inhibitors of human secretory acid sphingomyelinase | P17405 | Potency, µM (top dose mostly 57.5 µM), without a hit: at the highest dose activity change, negative = inhibition, hits mostly inhibitors | placental ASM, HMU-PC fluorogenic substrate, 60 min | hit rate 0.006% among 340,000; further: potency means the concentration at half of the fitted maximal effect
Target sequence (P17405 47-631 limits assumed): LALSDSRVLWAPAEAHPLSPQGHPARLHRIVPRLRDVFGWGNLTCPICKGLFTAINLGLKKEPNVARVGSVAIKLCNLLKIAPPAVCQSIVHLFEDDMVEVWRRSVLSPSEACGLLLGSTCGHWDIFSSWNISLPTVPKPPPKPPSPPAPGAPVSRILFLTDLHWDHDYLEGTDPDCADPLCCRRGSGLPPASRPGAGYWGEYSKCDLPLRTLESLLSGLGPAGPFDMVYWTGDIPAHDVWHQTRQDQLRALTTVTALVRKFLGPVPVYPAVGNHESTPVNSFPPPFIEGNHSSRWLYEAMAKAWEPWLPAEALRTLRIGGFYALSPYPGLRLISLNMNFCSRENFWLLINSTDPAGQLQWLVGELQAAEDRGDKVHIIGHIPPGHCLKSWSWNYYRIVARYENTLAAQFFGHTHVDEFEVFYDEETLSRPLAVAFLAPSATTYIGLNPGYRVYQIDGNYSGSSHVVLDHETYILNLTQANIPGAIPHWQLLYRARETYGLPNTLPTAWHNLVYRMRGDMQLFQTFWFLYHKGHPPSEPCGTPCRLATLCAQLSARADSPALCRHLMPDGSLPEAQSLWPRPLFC
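Human placenta-derived ASM preincubated with compound 10 min at room temperature, then reacted with 9 uM (final) fluorogenic HMU-PC substrate for 60 min at 37 C. Stop solution raises pH to 10; fluorescence read at Ex 386/Em 447 nm.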
a7 integrin act: activates integrin-mediated alleviation for muscular dystrophy. alpha7betagal myoblasts, beta-gal FDG fluorescence, 48 h. Potency, µM (doses to about 38.3 µM), for inactives: at the highest dose activation, hits mostly activators. hit rate 0.064% among 350,000. AID 624291;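 further: potency means the concentration at half of the fitted maximal effect; 100% = response of the positive control SU9516; nearly all actives have a fitted effect of over 60% in size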
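Alpha7betagal+/- myoblasts (passage 13) were plated 16-24 hr, then exposed to compounds (1:260 dilution of DMSO stock) for 48 hours at 37C. After MPER lysis, β-galactosidase reporter activity was read as FDG fluorescence (ex 480/em 540) after 30 minutes.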
A-T KAP1 phos: potential ataxia-telangiectasia treatments restoring KAP-1 phosphorylation; […] A-T fibroblasts, KAP-1 phosphorylation AlphaLISA; neocarzinostatin DNA damage 30 min before lysis; Potency, µM (doses to about 57.5 µM), for inactives: at the highest dose activation, actives largely listed as activators; hit rate 0.19% among 320,000; further: potency means the concentration at half of the fitted maximal effect; % of control where 0% means no effect; nearly all actives have a fitted effect of over 45% in size
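hTERT-immortalized A-T patient fibroblasts ([…]), 500 cells/well in OPTI-MEM, 1% FBS, got compounds for 60 min, then NCS for 30 min at 37C. Lysates were then assayed for phospho-KAP-1 by AlphaLISA (anti-pKAP1 donor, anti-KAP1 acceptor beads), 6 hr at 25C.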
Eya2 inh: blocks the phosphatase activity of human Eya2 | hit rate 0.006% among 330,000 | Potency, µM (top dose mostly 76.9 µM), without a hit: at the top dose activity, negative = inhibition, actives largely listed as inhibitors | recombinant Eya2, OMFP fluorescence dephosphorylation (OMFP is methylfluorescein phosphate) | O00167; further: potency means the concentration at half of the fitted maximal effect; on the % scale 0 is the no-effect control and ±100 the full control effect
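Eya2 (0.2 uM) preincubated 10 min at ambient with compound, then OMFP substrate added at 50 uM; 10 min reaction in 50 mM HEPES pH 7.5, 50 mM NaCl, 5 uM MgCl2, 0.05% BSA, 1 mM DTT. Fluorescence read at Ex 485/Em 525 nm.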
ELG1 repair inh: blocks ELG1-dependent DNA repair in HEK293T cells; HEK293T ELG1-luciferase reporter, luminescence, 16 h; DNA damage induced by 5-fluorouridine; Potency, µM (doses to about 46.1 µM), inactives show top-dose activity change, negative = inhibition, most hits filed as inhibitors; hit rate 2.3% among 330,000; AID 504467; further: potency means the concentration at half of the fitted maximal effect; on the % scale 0 is the no-effect control and ±100 the full control effect; nearly all actives have a fitted effect of over 55% in size
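HEK293T cells expressing luciferase-tagged ELG1 (2,000/well) received 5-Fluorouridine plus compound or DMSO for 16 hr at 37 °C. Luciferase was read by ONE-Glo luminescence after 30 min at room temperature.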
TCR act: T cell receptor activation. primary human leukocytes, anti-CD3, IL-2 HTRF, 48 h. AID 504894. Potency, µM (highest dose often 9.22 µM), for the others: at the top dose activation of IL-2 secretion, usual class: activators. 330,000 tested, under 10 active; further: % of control where 0% means no effect
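Readout: HTRF IL-2, Eu-cryptate/d2 antibody pair, 320nm excitation, 665nm emission. Stimulus: a-CD3 beads, no co-stimulation. Cells: primary human leukocytes. Exposure: 48 hr with compound.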
Mito fusion yeast: blocks mitochondrial division or promotes mitochondrial fusion | AID 485298 | hit rate 0.23% among 320,000 | Potency, µM (highest dose often 46.1 µM), without a hit: at the highest dose growth rescue (activation), hits mostly activators | S. cerevisiae fusion-defective mutant growth rescue, CellTiterGlo 48 h;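 further: potency means the concentration at half of the fitted maximal effect; % of control where 0% means no effect; nearly all actives have a fitted effect of over 45% in size; temperature-sensitive fusion mutants such as fzo1-1 at 37 °C on non-fermentable ethanol glycerol medium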
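Read-out: ATP-based luminescence (CellTiterGlo, 10 min ambient) reporting growth of fusion-defective ts yeast after 48 hours at 37C on glycerol/ethanol YPEG medium in the presence of compound.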
Chronic BCR inh: blocks chronic active B-cell receptor signaling; Potency, µM (top dose mostly 46.1 µM), for the others: at the top dose ratio change, negative = lower green/red ratio, usual class: inhibitors; hit rate 0.05% among 340,000; ABC-DLBCL IkBa-CBG/CBR reporter, luminescence ratio, 4 h; active means well fitted inhibition curve with a large enough effect in the signal ratio, with a control signal flat, not every such curve was filed as active; inconclusive means small, poorly fitted or top-dose-only effect, or effect the other way, or a change in a side signal; the % refers to the signal ratio;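 further: potency means the concentration at half of the fitted maximal effect; plate controls were basal doxycycline-induced cells for no effect and cells given 10 µM MG132 for full effect; MG132 reads +100%, hits lower the ratio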
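TMD8 human ABC-DLBCL cells with doxycycline-inducible IκBα–green luciferase fusion and unfused red luciferase, in 0.5% FBS medium; compounds up to 46 uM, 4 h at 37C. Green/red luminescence ratio, filter-overlap corrected, fitted to concentration-response curves.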
PTAP TSG101 blk: blocks PTAP/TSG101 interaction to inhibit HIV-1 budding; Q99816; Fluorescence polarization, FITC-PTAP peptide / Tsg101 binding; Potency, µM (doses to about 115 µM), inactives show top-dose activity change, negative = inhibition, hits mostly inhibitors; 340,000 tested, under 10 active; active means well fitted inhibition curve with a large enough effect in the main read-out, with a control signal flat, not every such curve was filed as active; inconclusive means small, poorly fitted or top-dose-only effect, or effect the other way, or a change in a side signal; inactive means no such curve, though single readings can be large or run the other way; further: potency means the concentration at half of the fitted maximal effect; % of control where 0% means no effect
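Tsg101 binding domain (10 uM final) was mixed with compound and a FITC-labeled PTAP peptide (50 nM final) in HEPES pH 7.5 buffer with NaCl, Tween 20, EDTA and TCEP; fluorescence polarization was read after 20 min at r.t.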
* marks the source's active call; other numbers are inactive results; ? = inconclusive; nt = not tested or not shown; [ ] = dose if it differs, or a comment. Unless noted, the call rests on the fitted dose curve; in most records, active means well fitted curve in the direction sought with a large enough effect; inconclusive means small, poorly fitted or top-dose-only effect, or another doubt; inactive means no such curve, though single readings can be large; an effect the other way counts as inactive or inconclusive.

SMILES	Tb PFK inh	TSHR antag	S-ASM inh	a7 integrin act	A-T KAP1 phos	Eya2 inh	ELG1 repair inh	TCR act	Mito fusion yeast	Chronic BCR inh	PTAP TSG101 blk
Cc1cc(C)cc(NC(=O)C2CCCC2)c1	-1.4%	-12.0	8.4%	0.7%	-1.6%	6.0%	-3.2%	-2.5%	1.6%	-3.9%	-3.0%
COc1cc(/C=C/C(=O)OCC(=O)NCCCc2ccccc2)cc(OC)c1OC	-1.7%	nt	-1.0%	7.1%	16.3%	-15.1%	-15.2%	3.2%	nt	-12.3%	-0.6%
COc1ccccc1OCCCC(=O)NCc1ccco1	-4.2%	-2.6	2.3%	-14.2%	-2.6%	14.4%	29.9%	-14.0%	3.0%	20.0%	-0.5%
NC(=NCCc1c[nH]c2ccccc12)NC(=O)c1ccc(Cl)cc1	-0.3%	-16.4	-7.4%	?	6.3%	-8.6%	?	2.7%	-2.5%	-27.6%	-1.6%
Cc1occc1C(=O)N1CCCC(CCC(=O)NCc2ccc(F)c(F)c2)C1 (configuration not stated)	-11.4%	-1.4	-1.1%	17.6%	0.1%	-2.1%	4.9%	nt	-1.2%	-0.9%	0.5%
COc1ccc(C(=O)CC(=O)C(=O)Nc2cccc([N+](=O)[O-])c2C)cc1	-3.1%	5.8	-4.3%	-16.1%	-21.1%	-2.1%	2.1%	4.1%	2.9%	-1.2%	-4.3%
S=C(NCc1ccco1)Nc1cccc(Cl)c1Cl	-4.0%	-5.7	-1.5%	-43.9%	12.3%	-0.5%	14.6µM*	8.4%	-6.2%	?	0.0%
O=C1CC(N2CCN(c3ccccc3)CC2)C(=O)N1c1ccc2c(c1)OCO2 (configuration not stated)	-7.0%	4.5	1.2%	?	1.1%	4.1%	8.9%	2.0%	-2.9%	?	1.7%
c1ccc(-c2nnc(OCCN3CCOCC3)c3ccccc23)cc1	-2.2%	10.6	-1.4%	-10.5%	nt	-14.7%	16.0%	-24.8%	-2.1%	-17.4%	-7.8%
O=C(COC(=O)c1cccc(NS(=O)(=O)c2ccc(F)c(F)c2)c1)NC(=O)NC1CCCCC1	6.5%	2.6	-16.2%	-11.5%	-0.9%	-11.8%	-6.7%	0.5%[46.1 µM]	-3.3%	?	-0.5%
CCOC(=O)Cc1c(C)nc2c(-c3ccccc3OC)c(C)nn2c1C	-0.9%	8.8	-1.0%	-27.8%	2.1%	-6.8%	-22.2%	-5.2%	4.6%	-13.5%	-5.8%
COc1cc(OC)c(C(=O)OCC(=O)N(Cc2ccccc2)C(C)(C)C)cc1OC	6.5%	-7.9	-2.2%	-2.5%	-3.0%	1.4%	?	nt	6.6%	-9.6%	-5.8%
CCc1nccn1C(=O)c1cnn2c(C(F)F)cc(-c3ccccc3)nc12	1.0%	0.1	nt	nt	5.4%	-26.6%	-8.4%	nt	2.9%	?	nt
COc1ccc(N2C(=O)CCC(C(=O)N(C)C3CCCCC3)C2c2ccc(OC)c(OC)c2)cc1 (configuration not stated)	-8.0%	2.1	2.5%	3.0%	-0.2%	7.5%	2.3%	nt	-4.4%	2.4%	-3.4%
CCCc1cc(=O)oc2cc(C)cc(OC(C)C(=O)N[C@@H](Cc3c[nH]c4ccccc34)C(=O)O)c12 (some centres not stated)	0.7%	-0.3	9.4%	-1.6%	3.8%	-7.6%	0.0%	-3.3%	0.6%	8.1%	-0.4%
Cc1cc(N2CCCC2=O)c(N)cc1N	-11.8%	4.9	0.7%	8.8%	6.0%	8.0%	15.4%	nt	-1.6%	-2.7%	-1.6%
CC(=O)c1cccc(NC(=O)N2CCCCCC2)c1	-14.5%	21.7	-2.9%	15.5%	7.4%	-11.0%	15.0%	0.5%	1.4%	0.3%	-0.4%
O=CN/N=C/c1c(O)ccc2ccccc12	0.5%	-3.5	25.9%	-19.9%	-5.6%	-0.9%	20.6µM*	0.3%	-0.2%	?	?
CCc1cccc(CC)c1NC(=O)Cn1c(-c2ccccc2Cl)nc2ccccc21	-3.5%	-2.4	0.7%	-11.8%	14.8%	-10.1%	?	2.6%[46.1 µM]	4.1%	0.1%	-1.1%
Cc1ccc(NC(=O)CSCc2cc(=O)n3nc(C4CC4)sc3n2)cc1	0.7%	-12.0	-2.0%	16.0%	6.7%	-10.6%	16.2%	-1.0%	4.7%	-11.3%	-3.2%
CCn1c(=O)c(CCC(=O)NCCN2CCOCC2)c(C)c2c(C)nn(-c3cccc(C)c3)c21	-4.2%	-15.0	-19.8%	7.7%	15.1%	-0.6%	5.3%	-5.4%	-3.0%	7.0%	-4.6%
CCCNc1nc(Cl)nc(Nc2ccc(Cl)cc2)n1	0.2%	-7.7	0.0%	-9.8%	-1.4%	12.6%	25.1%	3.4%	-4.2%	9.5%	-1.0%
CCCCC(=O)Nc1nc(C)c(-c2csc(Nc3ccccc3OC)n2)s1	3.0%	-23.5	-1.1%	-16.8%	3.8%	-1.0%	16.4µM*	-0.9%	8.8%	1.9%	-0.2%
COCCCNc1nc2nonc2nc1N1CCC(C(C)N2CCOCC2)CC1 (configuration not stated)	3.8%	33.3	3.0%	0.0%	-3.6%	-2.1%	8.9%	-1.3%	3.6%	?	0.0%
COc1cc(NC(=O)c2cccs2)ccc1NC(=O)c1ccco1	-4.1%	-2.8	1.4%	?	-0.9%	9.9%	?	-4.5%	?	11.1%	-1.3%
CCOC(=O)C1CCN(Cc2ccc(F)cc2F)CC1	-1.6%	-9.3	2.3%	18.6%	-0.6%	17.0%	-9.5%	-3.2%	-2.3%	5.2%	-3.7%
Cc1sc(N2C(=O)C3C(C2=O)[C@H]2C=C[C@@H]3C2)c(C#N)c1C (some centres not stated)	0.2%	-2.9	-0.3%	-5.8%	23.1%	4.3%	?	5.9%	0.5%	-7.3%	-5.2%
CCc1n[nH]c(=S)n1N=C1CCC(C)CC1 (configuration not stated)	2.8%	1.7	-4.2%	?	-4.8%	?	7.3%	12.1%	1.5%	0.3%	-2.3%
Cc1ccc(-n2c(C)cc(=O)cc2C)c(C)c1	-0.6%	9.7	1.4%	-20.3%	1.5%	0.7%	?	12.6%[46.1 µM]	-2.5%	?	-6.7%
CSCC[C@H](NC(=O)c1cccc([N+](=O)[O-])c1C)c1nc2ccccc2[nH]1	-3.8%	8.9	-1.8%	0.0%	-3.6%	-4.5%	-0.5%	2.3%[46.1 µM]	-3.6%	-8.8%	0.2%
COc1cc(OC)c(C2N(C)c3ccccc3N2C)cc1OC	2.1%	5.9	nt	nt	3.8%	-2.2%	0.7%	nt	-1.8%	?	nt
Cc1ccc(N2CN=C3SCC(=O)N3C2)cc1C	-0.2%	1.0	0.3%	?	-1.9%	0.5%	0.6%	2.2%	1.6%	0.4%	-0.7%
CC(C)CN1C(=S)SC(C)(C)C1n1oc(=O)n(-c2ccc(Cl)cc2)c1=O (configuration not stated)	26.9µM*	-11.0	-2.6%	21.3%	-2.8%	13.2%	?	0.4%	-6.5%	?	-3.7%
COc1ccc(N2CC(C(=O)Nc3nnc(SCCC4OCCO4)s3)CC2=O)cc1 (configuration not stated)	-4.5%	7.8	-2.2%	-9.9%	1.4%	-2.1%	-2.2%	-1.1%	-2.0%	-1.7%	-2.0%
O=C(/C=C/c1cccc(Br)c1)c1ccc2c(c1)OCO2	1.1%	-8.4	12.8%	-49.9%[inhibitor]	?	-0.2%	?	-1.1%	4.5%	?	1.6%
c1ccc(Cn2ncc3ccccc32)cc1	-3.8%	-5.4	-1.6%	15.8%	-0.3%	2.4%	-1.1%	1.2%	0.9%	-16.9%	-3.5%

No enrichment for hits; about 3.2% have a hit in one of these screens.
